Bioassay records (PubChem)
TcdB GH inh: TcdB glycohydrolase inhibitors, primary screen, biochemical, single point, plate reader; inhibition, % at 9.99 µM; AID 652162, 2013; Toxin B (Clostridioides difficile), P18177; TcdB glycohydrolase enzymatic assay; actives 0.24% (n = 350,000); in the data active means inhibition above about 10%
Anthrax LF inh2: Bacillus anthracis LF protease inhibitors, primary screen, biochemical, multiplex microsphere, MLPCN library | AID 588501, 2011 | inhibition, % at 10 µM | Lethal factor (Bacillus anthracis), P15917 | multiplex microsphere protease cleavage assay | actives 0.12% (n = 360,000); further: plate controls were buffer without enzyme for full effect and enzyme alone for no effect
PfHsp40 yeast: rescue of yeast from PfHsp40 toxicity, primary screen, S. cerevisiae, ATP luminescence; S. cerevisiae expressing PfHsp40, growth rescue; growth rescue, % at 12.5 µM; actives 0.68% (n = 340,000); AID 504582, 2011; in the data active means growth rescue above about 28%, passing the limit was not always enough; inconclusive means no clear call, values can overlap the other calls;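 further: yeast W303a lacking pdr1 and pdr3 grown in galactose medium; growth measured after three days at 30 °C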
Y pestis TopoI: Yersinia pestis topoisomerase I inhibitors, primary screen, biochemical, cleavage product accumulation, plate reader, single point; Y. pestis Topo-I cleavage product accumulation; activity, % at 10 µM; actives 0.064% (n = 360,000); in the data active means activity above about 50%, passing the limit was not always enough; inconclusive means no clear call, values can overlap the other calls; further: inactives centre near 2
3CLpro inhibitor: SARS-CoV 3CLpro protease inhibitors, primary screen, biochemical, quenched FRET; Replicase polyprotein 1ab (Severe acute respiratory syndrome coronavirus), P0C6X7; recombinant SARS-CoV 3CLpro, quenched FRET peptide cleavage; inhibition, % at 6 µM; actives 0.14% (n = 290,000); AID 1706, 2009; in the data active means inhibition above about 12%
SSB-PriA inh: inhibitors of Klebsiella pneumoniae PriA binding to SSB C-terminal tail, primary screen, biochemical, AlphaScreen; PriA–SSB C-terminal tail interaction (Klebsiella pneumoniae); AlphaScreen SSBct-PriA binding, biotinylated peptide; inhibition, % at 33 µM; actives 0.6% (n = 430,000); AID 1272365, 2023; in the data active means inhibition mostly above about 37%, no sharp cut-off; inactive means mostly below about 20%;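 further: plate controls were negative control peptide for no effect and reference peptide for full effect; strong numbers were not always called active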
PrPC surface inh: inhibitors of human cell surface prion protein PrPC, primary screen, cell-based, TR-FRET | AID 720596, 2013 | inhibition, % at 13.8 µM | actives 0.43% (n = 370,000) | TR-FRET read-out; in the data active means inhibition above about 24%; further: 0% = median of the test wells and 100% = reference compound wells
BoNT A protease: BoNT/A light chain protease inhibitors, primary screen, biochemical, flow cytometry, MLPCN library. multiplex microsphere protease substrate cleavage. inhibition, % at 10 µM. actives 0.17% (n = 360,000). AID 588499, 2011; further: plate controls were buffer without enzyme for full effect and enzyme alone for no effect
Vc quorum ag: inducers of Vibrio cholerae quorum light production without autoinducers, primary screen, BH1578 luxS cqsA deficient, single point | V. cholerae BH1578 lux reporter, luminescence, 6 h | activation, % at 18.7 µM | actives 0.16% (n = 350,000); in the data active means activation mostly above about 9.7%, no sharp cut-off; inconclusive means no clear call, values can overlap the other calls; inactive means mostly below about 3.7%; further: not every result past the cut was called active; inactives centre near 0; reference of the scale not given here
* hit, by the source's call; i = inactive; ? = inconclusive; · = no result given; & = joins results of further samples. Unless noted, no stated cut-off is given here; in the data, active means inhibition above about 30%; inconclusive means no clear call, values can overlap the other calls; inactive means below that.

Below each compound – TcdB GH inh	Anthrax LF inh2	PfHsp40 yeast	Y pestis TopoI	3CLpro inhibitor	SSB-PriA inh	PrPC surface inh	BoNT A protease	Vc quorum ag
CCOC(=O)/C=C1\CN(Cc2ccc(OC)cc2)S(=O)(=O)c2ccccc21
→ -9.9	-6	-0.2	10	3	-42	15	0.0	i
CC(C)NC(=O)Nc1ccc2c(c1)C(=O)N([C@H](C)CO)C[C@H](C)[C@@H](CN(C)C(=O)Nc1ccc(C(F)(F)F)cc1)O2
→ 0.8&0.7	0	-0.8	16	·	-7	-4	-0.5	-0.7
Cc1cccc(N(Cc2cc3ccccc3[nH]c2=O)C(=O)c2cccs2)c1
→ 0.8	1	0.5	10	2	-2	16	-0.5	-0.5
COC(=O)C[C@H]1C[C@H]2c3cc(NC(=O)C4CCOCC4)ccc3O[C@H]2[C@@H](CO)O1
→ 0.9&-0.3	-4	·	6	·	·	-5	-0.4	-0.4
Cc1noc(C)c1S(=O)(=O)Nc1ccc2c(c1)C(=O)N([C@H](C)CO)C[C@H](C)[C@@H](CN(C)S(=O)(=O)c1ccc(F)cc1)O2
→ 0.2&-0.1	-6	0.6	11	·	1	-3	-0.4	1.2
N#Cc1ccc(C(=O)NCC(c2ccco2)N2CCCCC2)cc1 (stereo not drawn)
→ ·	1	0.4	-1	-6	-11	-8	0.2	4.2
CN(c1ccccc1)c1nccc(=O)[nH]1
→ 0.6	-12	-0.8	-5	·	-3	0	-1.2	-0.6
C=C1CCN([C@@H](CC(C)C)C(=O)NCCC(C)C)S(=O)(=O)c2ccccc21
→ -1.5	-3	1.2	5	·	-19	12	-0.4	0.8
COC(=O)C1=C(c2ccc(Cl)c(C(F)(F)F)c2)C[C@@H]2CC[C@H]1N2C(=O)N1CCOCC1
→ -0.2	-10	1.2	-3	·	-27	3	-0.4	i
CCC(COC)NC(=O)CCc1nnc(Cc2c[nH]c3ccccc23)o1 (stereo not drawn)
→ 0.4	-6	-0.3	4	6	-9	1	-1.1	7.2
CCCc1ncc(C(O)(c2ccccc2)c2ccc(C)cc2)n1C (stereo not drawn)
→ ·	-3	-0.3	3	8	0	-7	-0.2	-0.6
CCOC(=O)c1nc(N2CCN(C(=O)OCC)CC2)c2c3c(sc2n1)CCCC3
→ ·	-1	?	12	-1	-9	6	1.4	i
O=C(O)c1ccc(S(=O)(=O)NCC2CCCO2)cc1 (stereo not drawn)
→ -5.2	-2	1.0	-3	0	-6	4	-4.3	0.8
CC(=C/c1ccccc1)/C=N/Nc1nc(N2CCOCC2)nc(N2CCOCC2)n1
→ -0.5	0	-0.1	3	3	·	-8	1.9	-0.5
CCNC(=O)C1(C)CCN(Cc2noc(-c3c(C)noc3C)n2)C1 (stereo not drawn)
→ 0.4	7	·	4	·	·	1	0.0	i
CCCCOC(=O)CCCc1ccc([N+](=O)[O-])cc1[N+](=O)[O-]
→ 1.1	1	0.9	7	3	28	-11	-0.1	i
COc1ccc(/C=C/C(=O)O)cc1S(=O)(=O)N1CCc2ccccc2C1
→ 0.7	0	·	6	1	-4&-5	-6	-1.1	-0.1
O=S1(=O)N[C@H](Cc2ccccc2)COc2cc(N3CC[C@H](O)C3)ccc21
→ 1.6	-9	·	·	·	·	-4	-0.5	·
O=C(CNC(=S)N(Cc1ccccc1)Cc1cccs1)NCc1ccc(F)cc1
→ -1.6	-4	0.6	-3	3	-2	-2	0.3	-0.7
CCN(CC)C(=O)CSc1nc2c(sc(=S)n2-c2ccc(C)cc2C)c(=O)[nH]1
→ 0.1	4	-1.4	2	1	-3	11	-4.2	-0.5
O=C(c1cn(Cc2ccccc2)nc1-c1cccnc1)N1CCN(Cc2c(F)cccc2Cl)CC1
→ 0.6	4	0.1	21	·	-6	-5	4.0	10
CN(CCc1ccccn1)c1ccc([N+](=O)[O-])cn1
→ 1.6	5	-1.2	5	0	-5	-8	-0.2	i
COc1ccc2cc(C(N)=O)/c(=N/NC(=O)c3ccco3)oc2c1
→ ·	0	0.1	-7	-4	·	-27	-0.9	-0.7
Cc1ccc(N2CCN(S(=O)(=O)c3ccc4c(c3)NC(=O)C(C)C(=O)N4)CC2C)cc1 (stereo not drawn)
→ -11	-10	-0.4	19	-1	3	4	-0.6	-0.4
O=C(N/N=C/c1cn(CCOc2ccccc2)c2ccccc12)c1ccncc1
→ ·	-6	0.9	-10	7	·	8	-1.3	-0.4
N#Cc1cc2c(nc1SCC(=O)Nc1sc3c(c1C#N)CCC3)CCC2
→ ·	-6	0.3	-10	3	-10	3	-0.3	i
O=C(COc1ccc(Cl)cc1Cl)NCC1(N2CCOCC2)CCCCC1
→ 0.7	-9	0.2	-3	·	-8	-1	0.4	i
COc1cccc(NC(=O)CN(C)C(=O)c2ccc3[nH]c4c(c3c2)CC(C)CC4)c1 (stereo not drawn)
→ -8.8	-3	0.3	13	·	-1	6	-0.2	i
CCOC(=O)[C@]12CCC=C1N(Cc1ccc3c(c1)OCO3)C(=O)[C@H](CC(=O)N1CCC(c3ccccc3)CC1)C2
→ 0.1	-2	·	·	·	·	1	0.4	·
CC(=O)C1=C(O)C(=O)N(CCc2c[nH]c3ccccc23)C1c1ccc(O)cc1 (stereo not drawn)
→ ·	2	-0.1	-5	-3	-29	3	0.9	i
O=C(NC(NCc1ccccn1)(C(F)(F)F)C(F)(F)F)c1ccco1
→ 0.7	2	1.4	5	-3	31	-4	-0.1	-0.2
COCCNC(=O)C1(C)CCCN(Cc2noc(-c3ccccc3OC)n2)C1 (stereo not drawn)
→ -0.1	-2	·	-4	·	·	-7	-0.4	-1.2
CCOCCOC(=O)C(C)Oc1ccc(Oc2ncc(Cl)cc2Cl)cc1 (stereo not drawn)
→ -0.9	-6	-0.3	5	2	-30	-4	-0.5	-0.6
O=C(NN=C1CCCC1)c1ccn[nH]1
→ -2.7	-2	-0.9	2	0	-10	4	0.7	-0.3
CSCCC(NC(=O)C1CCCC1)c1nnc2ccccn12 (stereo not drawn)
→ 1.6	0	0.5	6	0	7	-14	1.2	-2.2
CC(C)(C)NS(=O)(=O)c1cc(C(=O)O)ccc1Cl
→ -0.1	-1	0.7	2	-1	-2	-3	-0.1	-0.2
COc1cc2c(cc1OC)C(COc1ccccc1OC)N(C(C)=O)CC2 (stereo not drawn)
→ 0.7	-7	-1.2	-2	-3	-14	9	0.6	-0.6
O=C1CCCc2c1nc(-c1ccc(F)cc1)n2O
→ 0.4	-6	-0.1	-6	3	-12	-3	1.1	-0.5
CC(=O)O[C@H]1CCC2C3CCC4=CC(=O)CCC4=C3C=C[C@@]21C (stereo partly drawn)
→ -0.3	1	-1.3	12	3	12	-12	-3.3	-1.1
Cc1ccc(OCC(=O)NCC2CCCO2)c(C)c1 (stereo not drawn)
→ -0.1	0	0.2	1	5	10	-1	-0.3	i
CCn1c(CNc2ccc(F)cc2)nnc1SCC(=O)Nc1ccccc1OC
→ ·	-1	0.9	19	1	-25	12	0.4	i
Cc1ccccc1-c1cc(=O)c2c(O)cccc2o1
→ 1.0	6	-0.7	13	·	5	-2	0.4	i
CCN1CCN(c2cn[nH]c(=O)c2Cl)CC1
→ 0.9	3	-1.3	2	-2	-13	-7	-0.1	0.6
Cn1c(CNC(=O)CCNC(=O)c2cccc(Cl)c2)cc(=O)n(C)c1=O
→ 0.5	1	0.5	-1	-5	-2	-1	0.6	-0.4
Cc1cc2ccccc2nc1SCC(=O)NC1CCCC1
→ -4.0	-9	1.2	25	3	-19	9	-2.5	0.5
COc1ccc(NS(=O)(=O)c2ccc(C(=O)NCC3(N4CCOCC4)CCCCC3)cc2)cc1
→ 1.4	-3	0.3	-5	·	3	5	-0.1	-3.8
C/C(=N\NC(=O)CN1CCN(S(=O)(=O)c2ccc(C)cc2)CC1)c1ccc(O)cc1
→ 2.8	0	1.6	4	3	·	-1	0.9	i
CC1CCN(C(=O)COC(=O)COc2ccccc2C#N)CC1
→ -0.1	-6	0.8	10	·	-6	-7	1.3	i
COc1cc(NC(=O)C2CC(=O)N(Cc3ccco3)C2)c(OC)cc1Cl (stereo not drawn)
→ 0.4	-2	-0.7	0	·	1	-4	-0.8	-0.4
N#CC1(Nc2ccc(Br)cc2)CCCC1
→ 0.7	-3	0.2	-3	·	-8	7	-0.3	i
C=CCOc1ccc(CNCc2cccnc2)cc1
→ 2.1	0	-0.4	1	0	-2	-1	1.8	i
Cc1cnc(C(=O)OCC(=O)c2ccc(C3CCCCC3)cc2)cn1
→ 1.4	0	-0.5	1	·	15	-7	0.8	-5.6

Molecules above containing an NH in an aromatic ring, in the order listed:
Below each compound – TcdB GH inh	Anthrax LF inh2	PfHsp40 yeast	Y pestis TopoI	3CLpro inhibitor	SSB-PriA inh	PrPC surface inh	BoNT A protease	Vc quorum ag
Cc1cccc(N(Cc2cc3ccccc3[nH]c2=O)C(=O)c2cccs2)c1
→ 0.8	1	0.5	10	2	-2	16	-0.5	-0.5
CN(c1ccccc1)c1nccc(=O)[nH]1
→ 0.6	-12	-0.8	-5	·	-3	0	-1.2	-0.6
CCC(COC)NC(=O)CCc1nnc(Cc2c[nH]c3ccccc23)o1 (stereo not drawn)
→ 0.4	-6	-0.3	4	6	-9	1	-1.1	7.2
CCN(CC)C(=O)CSc1nc2c(sc(=S)n2-c2ccc(C)cc2C)c(=O)[nH]1
→ 0.1	4	-1.4	2	1	-3	11	-4.2	-0.5
COc1cccc(NC(=O)CN(C)C(=O)c2ccc3[nH]c4c(c3c2)CC(C)CC4)c1 (stereo not drawn)
→ -8.8	-3	0.3	13	·	-1	6	-0.2	i
CC(=O)C1=C(O)C(=O)N(CCc2c[nH]c3ccccc23)C1c1ccc(O)cc1 (stereo not drawn)
→ ·	2	-0.1	-5	-3	-29	3	0.9	i
O=C(NN=C1CCCC1)c1ccn[nH]1
→ -2.7	-2	-0.9	2	0	-10	4	0.7	-0.3
CCN1CCN(c2cn[nH]c(=O)c2Cl)CC1
→ 0.9	3	-1.3	2	-2	-13	-7	-0.1	0.6

Some of the compounds tested (hit frequency here may not be typical).
